Assay outcomes deposited in PubChem by NCI.
Growth percent in the NCI-60 one-dose screen (48 h, 10 µM unless noted): 100 = growth as untreated, 0 = no growth, -100 = all killed.
SK-MEL-2: SK-MEL-2 melanoma. 77,000 tested, 4.7% active. AID 1794763
SK-MEL-28: SK-MEL-28 melanoma | 81,000 tested, 4.1% active
SK-MEL-5: SK-MEL-5 melanoma. AID 1794755. 80,000 tested, 6.4% active
UACC-62: UACC-62 melanoma | 81,000 tested, 5.4% active | AID 1794756
LOX IMVI: LOX IMVI melanoma; 79,000 tested, 7.4% active
HS 578T: HS 578T breast cancer; AID 1794788; 78,000 tested, 4.1% active
UACC-257: UACC-257 melanoma; AID 1794764; 78,000 tested, 4.4% active
MALME-3M: MALME-3M melanoma. 78,000 tested, 5.8% active. AID 1794766
* marks the source's active call; other numbers are inactive results; x = no result given; & = joins results of further samples; [ ] = remark or other dose. Rule for the calls: active = growth percent below 10; inactive = the rest. Hits appear at their usual frequency; overall some 11% were active at least once.

[1] CCN1CNC(=O)NC1
[2] Cc1ccc(N=CNN=C(N)N)cc1
[3] COc1cc2c(cc1CC(Br)CBr)OCO2 (configuration not stated)
[4] O=C1Nc2ccc(F)cc2/C1=C/c1nc(-c2ccc(F)cc2)n2ccccc12
[5] COc1ccccc1NC(=O)Nc1cc(C(C)C)c(O)cc1C
[6] CC(C)(C)OC(=O)N1CCc2c(sc3ncnc(Nc4ccc(NC(=O)Nc5ccccc5)cc4)c23)C1
[7] COc1ccc(CN2[C@@H](CC(C)C)C=C[C@H](CC(C)C)N(Cc3ccccc3)S2(=O)=O)cc1
[8] CCCCCCCCCCCCCCCC[N+]1(C)CCCC1c1cccnc1 (configuration not stated)
compound no.	1	2	3	4	5	6	7	8
SK-MEL-2	92	114	101	132	114	x	x	98
SK-MEL-28	113	106	108	112	113	100	x	97
SK-MEL-5	103	105	102	103	100	99	66[5 µM]	44
UACC-62	102	90	x	97	82	89	63[5 µM]	51
LOX IMVI	101	113	84	93	98	89	58[5 µM]	49
HS 578T	110	140	108	100	102	x	110[5 µM]	80
UACC-257	103	97	x	104	106	88	69[5 µM]	76
MALME-3M	104	114	99	91	118	95	83[5 µM]	65

[9] CC(=O)O[C@H]1CC[C@H]2[C@@H]3CCC4=C(CC(F)C(=O)C4)[C@H]3CC[C@]12C (some centres not stated)
[10] O=C(/C(=C/c1ccc(Br)cc1)c1ccccc1)c1ccccc1
[11] Cc1ccc(OCC(O)CN2CCN(c3cccc(C)c3)CC2)cc1 (configuration not stated)
[12] CCCNC(=O)OCC
[13] CNCC(C)C(Cl)c1ccccc1 (configuration not stated)
[14] S=c1nc[nH]c2c1cnn2-c1ccccc1
[15] COc1ccc(C(=O)c2oc3ccc(Cl)cc3c2N)cc1
[16] CCCn1c(Cn2nc(C)cc2C)nnc1SCC(=O)Nc1ccc(S(N)(=O)=O)cc1
compound no.	9	10	11	12	13	14	15	16
SK-MEL-2	100	94	113	103	110	124	114	99
SK-MEL-28	111	114	100	105	100	108	111	110
SK-MEL-5	105	86	111	102	101	96	101	98
UACC-62	75	x	102	101	107	76	108	85
LOX IMVI	86	77	110	84	98	98	108	89
HS 578T	81	95	97	107	102	x	x	88
UACC-257	107	77	104	97	x	122	115	104
MALME-3M	x	x	106	109	103	92	98	96

[17] CC(C)(C)c1ccc(O)c(Cl)c1
[18] COC(=O)C(=[N+]=[N-])C(=O)c1ccc(Cl)cc1
[19] CC(CC(CCC(=O)O)(c1ccccc1)c1ccccc1)N(C)C (configuration not stated)
[20] Cc1ccc(-c2ccnc3c2c(-c2ccc(Cl)cc2)nn3-c2ccccc2)cc1
[21] C#CCCC(=O)NCCN1CCOCC1
[22] Cc1cc(-c2ccccc2)nc2ccccc12
[23] O=C(Nc1cccnc1Nc1ccc(F)cc1)c1cn(Cc2ccc(F)cc2)nn1
[24] O=S(=O)(c1ncsc1-c1ccccc1)N1CCc2ccccc2C1
compound no.	17	18	19	20	21	22	23	24
SK-MEL-2	x	106	104	104	113	109	106	x
SK-MEL-28	108	108	104	94	107	114	107	104
SK-MEL-5	111	103	95	96	101	95	77	95
UACC-62	115	83	103	91	106	96	97	85
LOX IMVI	98	95	99	91	101	98	97	103
HS 578T	x	96	106	89	106	97	82	98
UACC-257	101	84	89	94	104	100	114	106
MALME-3M	91	106	109	85	104	99	118	107

[25] Nc1ccc(-c2cccs2)cc1NC(=O)c1ccc(CCCC(=O)Nc2ccc(C3CC3N)cc2)cc1 (configuration not stated)
[26] O=C(Nc1nonc1-c1nc2ccccc2n1Cc1ccncc1)c1ccncc1
[27] CCOC(=O)Nc1cc(N)ncn1
[28] O=[N+]([O-])c1cc2c(cc1Br)-c1ccccc1C2
[29] O=C1/C(=C/c2ccc(O)cc2)CN(C(=O)CCN2CCC(=NO)CC2)C/C1=C\c1ccc(O)cc1
[30] CCOC(=O)c1cnc2ccc(C)cn2c1=O
[31] Cc1ccccc1N1CCN(C(=S)Cc2ccc3ccccc3c2)CC1
[32] O=C1[C@H]2Cc3c([nH]c4ccccc34)[C@H](c3ccc(Br)cc3)N2C(=O)CN1C1CCN(CC2CCCCC2)CC1
compound no.	25	26	27	28	29	30	31	32
SK-MEL-2	70	x	99	101	107	113	101	109
SK-MEL-28	83	111	108	98	110	109	107	98
SK-MEL-5	20	101	108	x	100	103	108	70
UACC-62	45	94	106	82	98	90	96	97
LOX IMVI	19	102	x	89	92	96	100	-69*
HS 578T	76	114	103	94	103	100	112	78
UACC-257	x	100	108	99	107	95	108	97
MALME-3M	75	108	x	110	102	100	116	72

[33] COc1ccc(CCNC(=O)Cc2ccc(OC)c(OC)c2)cc1OC
[34] O=S(=O)(c1ccc(N/N=C\c2ccccc2)cc1)c1ccc(N/N=C/c2ccccc2)cc1
[35] COc1ccc(-c2cc(/C=C3\C(=O)Nc4ccc(Cl)cc43)[nH]n2)cc1
[36] CCCCCCCCCCCCCCCCNC(=S)N/N=C/c1cccc2ccccc12
[37] COc1ccc(C(=O)c2cc(C(C)=O)c3c(C)cc(C)cn23)cc1
[38] O=C1N=c2cc3c(cc2=C/C1=C/c1sc(=S)n(Cc2ccco2)c1O)OCCO3
[39] COc1cc(CN/C=C2\C[C@@H](C(=O)NCc3ccc(Cl)cc3Cl)NC2=O)cc(OC)c1OC
[40] Fc1ccc(-n2nc(C(F)(F)F)c3c2OCc2ccccc2-3)cc1
compound no.	33	34	35	36	37	38	39	40
SK-MEL-2	112&93	77	51	103	71	96	93	96
SK-MEL-28	111&107	76	62	108	73	96	107	106
SK-MEL-5	105&117	75	38	102	34	99	98	100
UACC-62	95&108	71	41	112	63	92	99	101
LOX IMVI	101&106	63	35	105	55	96	100	99
HS 578T	110&100	x	69	116	43	86	94	101
UACC-257	108&101	80	52	102	79	94	95	108
MALME-3M	133	55	33	106	72	100	111	x

[41] CCOC(=O)/C(C#N)=N/Nc1cccc2c1C(=O)c1ccccc1C2=O
[42] CCCCCCCCCCCCCCCCCCOc1ccccc1CC(=O)OCC[N+](CC)(CC)CC
[43] Clc1ncnc2c1ncn2C1CCCO1 (configuration not stated)
[44] CCc1cc2c(cc1C(C)=O)C(C)(C)CC(C)C2(C)C (configuration not stated)
[45] COc1cc(/C=C/C(=O)c2ccc(C)cc2)ccc1Oc1nc(NCCO)nc(N2CCOCC2)n1
[46] CC(=O)CC(=O)NCCN(C)C
[47] Cc1cc(C)[nH]c(=S)n1
[48] C/C(=N\NC(N)=S)c1ccc(Nc2nc(SC(C)C)nc(-c3ccccc3)c2C#N)cc1
compound no.	41	42	43	44	45	46	47	48
SK-MEL-2	86	-10*	110	100	100	110	121	89
SK-MEL-28	102	31	125	102	77	104	97	81
SK-MEL-5	102	-3.6*	101	101	44	100	102	75
UACC-62	106	21	92	96	53	105	101	48
LOX IMVI	104	-58*	103	96	x	100	98	30
HS 578T	105	38	112	106	80	108	x	19
UACC-257	97	48	118	92	101	99	106	85
MALME-3M	104	-9.0*	102	98	72	96	86	56

[49] Cc1cc2c(-c3nc4ccccn4c3NC34CC5CC(CC(C5)C3)C4)c(O)c(O)cc2c(O)c1-c1c(C)cc2c(-c3nc4ccccn4c3NC34CC5CC(CC(C5)C3)C4)c(O)c(O)cc2c1O
[50] CC(=O)OCC(COC(C)=O)(COC(C)=O)[N+](=O)[O-]
[51] N#Cc1c(-c2ccccc2)nc(SCc2nnc(-c3ccc(Cl)cc3)o2)[nH]c1=O
[52] Cc1ccc(-c2ccc(C)cc2)cc1
[53] COc1cc(-c2cc(C(=O)Nc3nc4ccccc4s3)nc3cc(-c4ccccc4)nn23)cc(OC)c1OC
[54] CC(=O)O[C@H]1CC[C@]2(C)[C@H]3CC=C4[C@@H]5CC(C)(C)CC[C@]5(C(=O)N5CCN(CCC#N)CC5)CC[C@@]4(C)[C@]3(C)CC[C@H]2C1(C)C
[55] CC(=O)OC1Oc2ccccc2-c2oc(=O)c(-c3cc4ccc(N(C)C)cc4oc3=O)cc21 (configuration not stated)
[56] CC(=O)O[C@H]1CO[C@H]2[C@@H]1OC[C@@H]2Oc1ccnc(NC2CCN(S(C)(=O)=O)CC2)n1
compound no.	49	50	51	52	53	54	55	56
SK-MEL-2	-2.5*	110	80	114	74	69	47	109
SK-MEL-28	17	115	110	114	40	52	103	109
SK-MEL-5	-58*	99	100	113	35	7.9*	19	106
UACC-62	0.6*	106	98	114	68	38	67	95
LOX IMVI	3.4*	97	94	114	27	20	43	109
HS 578T	22	106	94	114	62	61	-3.2*	99
UACC-257	x	119	95	108	59	18	x	109
MALME-3M	7.5*	95	89	114	28	26	4.7*	105

[57] Cc1ccc(S(=O)(=O)N2CCc3c([nH]c4ccccc34)C2c2cc(=O)oc3ccc(Cl)cc23)cc1 (configuration not stated)
[58] Cn1c(=O)c2[nH]c(SSc3nc4c([nH]3)c(=O)n(C)c(=O)n4C)nc2n(C)c1=O
[59] COc1ccc(N2C(=O)C(Oc3ccccc3)C2c2ccc(C)cc2)cc1 (configuration not stated)
[60] CC(=O)COc1ccc(/C=C2\CCCC3C2=NNC3c2ccc(OCC(C)=O)cc2)cc1 (configuration not stated)
[61] COc1cc2c3c(c1O)-c1ccccc1[C@@H]1OC(=O)N(CC2)[C@@]31C
[62] OC(COCc1ccccc1)COCc1ccccc1
[63] c1ccc(-c2nc3cnccn3c2NCCN2CCOCC2)cc1
[64] CCOc1ccccc1NC(=O)c1cc(-c2ccccc2)n(-c2ccc(S(C)(=O)=O)cc2)n1
compound no.	57	58	59	60	61	62	63	64
SK-MEL-2	89	117	106	99	88	111	103	100
SK-MEL-28	x	104	100	100	115	113	101	117
SK-MEL-5	x	100	104	x	90	111	102	100
UACC-62	x	96	102	96	85	103	92	77
LOX IMVI	89	102	98	x	100	101	96	87
HS 578T	90	105	94	98	92	122	93	112
UACC-257	96	101	95	110	95	98	90	97
MALME-3M	90	103	93	97	101	105	97	117

[65] CCN(CC)CCCC(C)N(Cc1ccccc1)CC(O)c1ccc(Br)cc1 (configuration not stated)
[66] CC(C)C(=O)NCCCCCCN1CCCCC1
[67] Cc1cccc(C(=O)OCCC(C)C)c1
[68] O=Cc1cc(Cl)ccc1[N+](=O)[O-]
[69] O=C1C=CC(=Nc2ccc3c(c2)Cc2cc(F)ccc2-3)O1
[70] N#CCCN1c2ccccc2Sc2ccccc21
[71] CCCCN(CCCC)c1ccc(C(=N)c2ccc(N(CCCC)CCCC)cc2)cc1
[72] Clc1cnc(OCCc2ccncc2)nc1-n1cnc2ccccc21
compound no.	65	66	67	68	69	70	71	72
SK-MEL-2	110	97	x	115	x	103&113	-79*	96
SK-MEL-28	108	99	105	102	116	119&112	9.4*	119
SK-MEL-5	105	100	101	107	108	97&101	-97*	83
UACC-62	107	98	95	107	96	90&97	-82*	75
LOX IMVI	100	103	96	97	x	103&94	-97*	85
HS 578T	111	106	100	113	99	101&103	-45*	110
UACC-257	105	108	90	101	105	105&99	-81*	103
MALME-3M	102	86	106	91	99	104	-64*	131

The last three compounds of the part before open the next one.
[70] N#CCCN1c2ccccc2Sc2ccccc21
[71] CCCCN(CCCC)c1ccc(C(=N)c2ccc(N(CCCC)CCCC)cc2)cc1
[72] Clc1cnc(OCCc2ccncc2)nc1-n1cnc2ccccc21
[73] C=CCN1C(=O)c2cccc3c(/C=C/CN4C(=O)c5cccc6cccc(c56)C4=O)ccc(c23)C1=O
[74] COc1ccc(-c2nc(-c3ccccc3)c(-c3ccccc3)[nH]2)cc1OC1CCCCC1
[75] OC(Cc1cccc(/C=N/N2CCOCC2)n1)(C(F)(F)F)C(F)(F)F
[76] Nc1nc(N)c2cc(S(=O)(=O)c3cccc(C(F)(F)F)c3)ccc2n1
compound no.	70	71	72	73	74	75	76
SK-MEL-2	103&113	-79*	96	111	95	113&100	90
SK-MEL-28	119&112	9.4*	119	106	96	114&107	70
SK-MEL-5	97&101	-97*	83	100	94	101&96	28
UACC-62	90&97	-82*	75	91	77	94&96	33
LOX IMVI	103&94	-97*	85	92	83	97&97	29
HS 578T	101&103	-45*	110	91	91	104&105	80
UACC-257	105&99	-81*	103	100	94	99&97	44
MALME-3M	104	-64*	131	102	73	92&92	64

Rewritten with values under each structure: entries from further up
Value order: SK-MEL-2	SK-MEL-28	SK-MEL-5	UACC-62	LOX IMVI	HS 578T	UACC-257	MALME-3M
[55] CC(=O)OC1Oc2ccccc2-c2oc(=O)c(-c3cc4ccc(N(C)C)cc4oc3=O)cc21 (configuration not stated)
    47	103	19	67	43	-3.2*	x	4.7*
[56] CC(=O)O[C@H]1CO[C@H]2[C@@H]1OC[C@@H]2Oc1ccnc(NC2CCN(S(C)(=O)=O)CC2)n1
    109	109	106	95	109	99	109	105
[57] Cc1ccc(S(=O)(=O)N2CCc3c([nH]c4ccccc34)C2c2cc(=O)oc3ccc(Cl)cc23)cc1 (configuration not stated)
    89	x	x	x	89	90	96	90
[58] Cn1c(=O)c2[nH]c(SSc3nc4c([nH]3)c(=O)n(C)c(=O)n4C)nc2n(C)c1=O
    117	104	100	96	102	105	101	103
[59] COc1ccc(N2C(=O)C(Oc3ccccc3)C2c2ccc(C)cc2)cc1 (configuration not stated)
    106	100	104	102	98	94	95	93
[60] CC(=O)COc1ccc(/C=C2\CCCC3C2=NNC3c2ccc(OCC(C)=O)cc2)cc1 (configuration not stated)
    99	100	x	96	x	98	110	97
[61] COc1cc2c3c(c1O)-c1ccccc1[C@@H]1OC(=O)N(CC2)[C@@]31C
    88	115	90	85	100	92	95	101
